From PubChem
Pin1 inhibitor = human Pin1 inhibition; Potency, µM (series often up to 115 µM), inactives show top-dose activity, negative = inhibition, most hits filed as inhibitors; 0.009% of 390,000 active; Q13526; Pin1 FP peptide displacement, HiFluor488, 10 min; active = well fitted inhibition curve with a large enough effect in the polarisation, with a control signal flat, not every such curve was filed as active; inconclusive = small, poorly fitted or top-dose-only effect, or effect the other way, or a change in a side signal; inactive = no such curve, though single readings can be large or run the other way; the % refers to the polarisation; also: % is scaled to controls: 0 for no effect and ±100 for the full control effect
Target sequence (Q13526 whole entry, looked up): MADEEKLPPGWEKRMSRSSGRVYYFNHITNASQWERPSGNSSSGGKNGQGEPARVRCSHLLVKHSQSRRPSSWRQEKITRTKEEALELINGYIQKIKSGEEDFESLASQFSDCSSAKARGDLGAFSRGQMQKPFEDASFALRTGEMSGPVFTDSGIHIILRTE
G9a block = blocks human histone lysine methyltransferase G9a; Q96KQ7; G9a H3K9 monomethylation, AlphaScreen, 2 h; Potency, µM (top dose mostly 102 µM), for inactives: at the highest dose activity, negative = inhibition, most hits filed as inhibitors; 8.8% of 350,000 active; also: % is scaled to controls: 0 for no effect and ±100 for the full control effect; nearly all actives have a fitted effect of over 75% in size
Target sequence (Q96KQ7 913-1193 limits assumed): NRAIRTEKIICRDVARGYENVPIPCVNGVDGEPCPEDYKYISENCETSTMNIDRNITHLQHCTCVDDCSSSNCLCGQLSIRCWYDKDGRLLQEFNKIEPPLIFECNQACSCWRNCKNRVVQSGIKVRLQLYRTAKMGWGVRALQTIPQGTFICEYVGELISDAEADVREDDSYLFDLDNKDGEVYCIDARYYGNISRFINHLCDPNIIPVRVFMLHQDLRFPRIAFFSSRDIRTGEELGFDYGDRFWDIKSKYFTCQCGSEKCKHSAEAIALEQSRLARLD
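G9a (20 nM) preincubated 15 min RT with compounds, then 500 nM biotinylated H3K9 peptide and 20 uM SAM added; 2 h RT reaction. Monomethyl-H3K9 product detected by AlphaScreen with anti-H3K9me1 antibody, streptavidin donor and anti-rabbit IgG acceptor beads.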
BAZ2B block = BAZ2B (human) inhibition. Potency, µM (highest dose often 114 µM), for inactives: at the top dose activity change, negative = inhibition, actives largely listed as inhibitors. AlphaScreen BAZ2B-H3K14Ac peptide displacement. AID 504333. 4.4% of 360,000 active. Q9UIF8; also: % is scaled to controls: 0 for no effect and ±100 for the full control effect; nearly all actives have a fitted effect of over 60% in size
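AlphaScreen luminescence quantifies BAZ2B engagement of H3K14Ac peptide; the protein and biotinylated peptide are both at 50 nM final, buffer PBS pH 7.4 with 0.01% Tween-20, all steps at room temperature.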
Pol iota inh = inhibitors of human DNA polymerase iota; Pol iota fluorescent replication assay, 10 min; Potency, µM (doses to about 115 µM), for the others: at the top dose activity, negative = inhibition, usual class: inhibitors; Q9UNA4; 1% of 390,000 active
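Fluorescent replication assay read twice, at 0 min and 10 min after adding 50 nM (final) substrate. Enzyme (10 nM) and compounds were first incubated 15 min at room temperature; enzyme-free buffer wells were negative controls.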
PGK inhibitor = T. brucei PGK inhibition; PGK/GAPDH coupled, Kinase-Glo luminescence, 60 min; Potency, µM (doses to about 57.5 µM), inactives show at the highest dose activity change, negative = inhibition, hits mostly inhibitors; 0.043% of 380,000 active; AID 602233; also: % is scaled to controls: 0 for no effect and ±100 for the full control effect; nearly all actives have a fitted effect of over 60% in size
Target sequence (P07378 whole entry, looked up): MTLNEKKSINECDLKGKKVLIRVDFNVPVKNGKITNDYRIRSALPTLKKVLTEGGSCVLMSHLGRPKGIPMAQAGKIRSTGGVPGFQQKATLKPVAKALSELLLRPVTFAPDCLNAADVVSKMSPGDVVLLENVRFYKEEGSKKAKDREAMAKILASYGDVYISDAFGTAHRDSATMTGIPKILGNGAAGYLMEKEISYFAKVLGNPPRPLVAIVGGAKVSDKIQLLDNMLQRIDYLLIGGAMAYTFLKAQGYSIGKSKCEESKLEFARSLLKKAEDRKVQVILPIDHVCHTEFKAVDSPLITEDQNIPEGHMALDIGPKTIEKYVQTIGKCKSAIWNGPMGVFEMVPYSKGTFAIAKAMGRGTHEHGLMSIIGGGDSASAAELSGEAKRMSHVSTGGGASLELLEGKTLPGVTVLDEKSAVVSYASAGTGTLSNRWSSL
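Recombinant glycosomal PGK reaction used 1,3-bisphosphoglycerate generated in-well by GAPDH (100nM final) in 100mM TEA pH 7.6, 5mM MgCl2, 0.01% Tween-20. After 60 minutes at room temperature, ATP was read by Kinase-Glo Plus luminescence end-point.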
JMJD2A Tudor = blocks the human JMJD2A Tudor domain. O75164. AlphaScreen JMJD2A-Tudor / H3K4me3 peptide binding. AID 504339. 4.4% of 390,000 active. Potency, µM (top dose mostly 114 µM), without a hit: at the highest dose activity change, negative = inhibition, actives largely listed as inhibitors; also: % is scaled to controls: 0 for no effect and ±100 for the full control effect; nearly all actives have a fitted effect of over 50% in size
BLM inh = blocks DNA unwinding by human BLM helicase; P54132; recombinant BLM DNA unwinding, fluorescence dequenching; Potency, µM (doses to about 56.1 µM), for the others: at the highest dose activity change, negative = inhibition, usual class: inhibitors; 0.2% of 350,000 active;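 also: plate controls were vehicle for no effect and no enzyme for full effect; nearly all actives have a fitted effect of over 35% in size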
HP1b binding inh = HP1-beta chromodomain-methylated histone interaction inhibition. Potency, µM (titrated, usually from 114 µM), without a hit: at the top dose activity change, negative = inhibition, most hits filed as inhibitors. P83916. 0.56% of 390,000 active. AlphaScreen HP1-beta / biotin-H3K9me3 peptide binding. AID 540317; also: nearly all actives have a fitted effect of over 70% in size; inactives centre near 23
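AlphaScreen: HP1-beta (50 nM) preformed 30 min with biotin-H3(1-18)K9me3 peptide (50 nM) in PBS pH 7.4, 0.01% Tween-20. Compound added for 30 min at RT, then streptavidin donor/nickel chelate acceptor beads (10 ug/mL) for 30 min.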
GLS inh = glutaminase GLS (human) inhibition. O94925. GLS enzymatic activity, qHTS titration. Potency, µM (doses to about 45.5 µM), for the others: at the highest dose activity change, negative = inhibition, usual class: inhibitors. 0.21% of 410,000 active; also: % is scaled to controls: 0 for no effect and ±100 for the full control effect
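Two-point fluorescence kinetic (t0, 30 min RT) for hKGA; glutamate detected via glutamate oxidase–HRP–Amplex Red. Substrate: 1 mM L-glutamine solution; buffer 45 mM KH2PO4, pH 8.2.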
The depositor's hits bear a star; i = inactive; ? = inconclusive; . = no result given; & = joins results of further samples; [ ] = remark or other dose. Unless noted, calls follow the shape of the dose curve; as a rule, active = well fitted curve in the direction sought with a large enough effect; inconclusive = small, poorly fitted or top-dose-only effect, or another doubt; inactive = no such curve, though single readings can be large; an effect the other way counts as inactive or inconclusive. Potency is read from the fitted curve at half-maximal effect. A portion of the library; the hit share may differ from the screen's.

SMILES	Pin1 inhibitor	G9a block	BAZ2B block	Pol iota inh	PGK inhibitor	JMJD2A Tudor	BLM inh	HP1b binding inh	GLS inh
CCN(CC(=O)Nc1ccccc1OC)C(=O)c1ccc(N(C)S(=O)(=O)c2ccc(C)cc2)cc1	3%	-34%	-2%	9%	3%	-6%	.	21%	-5%
CCc1ccccc1NC(=O)CSc1ccsc1[N+](=O)[O-]	2%	?	50µM*	18µM*	?	?	-22%	-22%	83%[activator]
Cn1cccc1C(=O)NCCc1ccc(Cl)cc1	-3%	?	-34%	5%	-5%	?	-1%	-4%	2%
Cc1onc(-c2ccccc2)c1C(=O)NCC(=O)Nc1cc(Cl)ccc1Cl	1%	.	.	55%[activator]	3%	1%	.	17%	6%
COc1ccccc1CNC(=O)C(=O)NCC1OCCN1S(=O)(=O)c1cccs1 (stereo unspecified)	1%	-31%	-37%	32%[activator]	i	0%[11.4 µM]	0%	60%[activator]	1%
Cc1ccc(C)c(N(CC(=O)NCc2ccco2)C(=O)CCC(=O)Nc2nccs2)c1	3%	?	-3%	-8%	-9%	-24%	2%	-2%	-2%
Cc1cc(C)cc(NC(=O)c2oc3ccccc3c2COc2ccccc2)c1	7%	41%[activator][59 µM]	16%	1%	-3%	-8%	-7%	33%[activator]	12%
Cc1cc(Cl)ccc1NC(=S)NCCC(c1ccccc1)c1ccccc1	17%	-7%	-3%	7%	-3%	-14%	-11%	11%	6%
CCOC(=O)N1CCN(C(=O)COC(=O)c2ccc(N(C)C)cc2)CC1	?	.	.	14%	4%	-13%	.	23%	22%
Clc1ccc(-c2noc(COc3ccccc3)n2)cc1	-3%	47%[59 µM]	61%[activator]	-4%	-2%	125%[activator]	-6%	89%[activator]	12%
COc1ccc(CCNC(=O)CC(Cc2ccc(C)cc2)C(=O)O)cc1OC (stereo unspecified)	-2%	-6%	0%	47%[activator]	.	-18%	-2%	11%	4%
CCN1C(=O)[C@H]2[C@@H](c3ccc(SC4CCCCC4)c(OC)c3)N[C@@](Cc3ccccc3)(C(=O)OC)[C@H]2C1=O	38%[activator]	21%[2.33 µM]	2%	-1%	3%	-28%	.	51%[activator]	-5%
CC1CCN(c2ccc3c(c2)S(=O)(=O)c2cccc(C(=O)NCc4cccc(F)c4)c2C3=O)CC1	?	7%[2.33 µM]	3%	-7%	9%	-8%	.	52%[activator]	-4%
CCOC(=O)c1cnc(SCC(=O)NCc2cccs2)nc1N	-2%	?	1%	-1%	-5%	-15%	-2%	20%	-8%
Clc1ccc(-c2cc3ccccc3[nH]2)cc1	1%	15%[59 µM]	7%	52%[activator]	6%	-10%	-8%	18%	18%
Cc1ccc(-c2cc(C(=O)Nc3ccncc3)c3ccccc3n2)cc1	-3%	-33%	-26%	25%	2%	-6%	.	38%	-6%
CC1CCN(C(=O)COC(=O)[C@H](C)NS(=O)(=O)/C=C/c2ccccc2)CC1	0%	-10%[12.7 µM]	-5%	1%	i	-8%	0%	12%	-3%
CN(C)S(=O)(=O)c1ccc(Cl)c(NC(=O)COC(=O)/C=C/c2ccc3ccccc3n2)c1	5%	20%[12.7 µM]	8%	4%	1%	2%	.	19%	5%
O=C(COCc1cc(-c2cccs2)on1)NCc1ccc(Cl)cc1	-4%	6%[59 µM]	1%	-23%	-1%	-11%	-6%	-9%	6%
C=CCCC(=O)N1CCCC(Cc2cccc(Cl)c2)(C(=O)OCC)C1 (stereo unspecified)	-3%	.	4%	23%	7%	-6%	-1%	46%[activator]	-3%
C[n+]1c2n(c3ccccc31)N=C(c1ccc(Br)cc1)CS2	0%	-20%[59 µM]	-3%	25µM*	-1%	-25%	35%[activator]	-5%	8%
CCOC(=O)C1CCN(C(=O)Nc2cc(Cl)cc(Cl)c2)CC1	-6%	.	16%	26%	-2%	2%	-12%	65%[activator]	6%
Nc1ccc2cc3ccccc3cc2c1	?	.	.	50%[activator]	-1%	?	.	-2%	-9%
CN(C)S(=O)(=O)c1cccc(-c2nnc(SCC(=O)NCCCCCC(=O)O)n2-c2ccc(F)cc2)c1	3%	16µM*	-7%	1%	-4%	?	-1%	47%[activator]	0%
O=C(CON=C1c2ccccc2-c2ccccc21)NC12CC3CC(CC(C3)C1)C2	18%	21%[59 µM]	10%	1%	-4%	4%	-7%	97%[activator]	0%

The list goes on; the last six above are carried over.
SMILES	Pin1 inhibitor	G9a block	BAZ2B block	Pol iota inh	PGK inhibitor	JMJD2A Tudor	BLM inh	HP1b binding inh	GLS inh
C=CCCC(=O)N1CCCC(Cc2cccc(Cl)c2)(C(=O)OCC)C1 (stereo unspecified)	-3%	.	4%	23%	7%	-6%	-1%	46%[activator]	-3%
C[n+]1c2n(c3ccccc31)N=C(c1ccc(Br)cc1)CS2	0%	-20%[59 µM]	-3%	25µM*	-1%	-25%	35%[activator]	-5%	8%
CCOC(=O)C1CCN(C(=O)Nc2cc(Cl)cc(Cl)c2)CC1	-6%	.	16%	26%	-2%	2%	-12%	65%[activator]	6%
Nc1ccc2cc3ccccc3cc2c1	?	.	.	50%[activator]	-1%	?	.	-2%	-9%
CN(C)S(=O)(=O)c1cccc(-c2nnc(SCC(=O)NCCCCCC(=O)O)n2-c2ccc(F)cc2)c1	3%	16µM*	-7%	1%	-4%	?	-1%	47%[activator]	0%
O=C(CON=C1c2ccccc2-c2ccccc21)NC12CC3CC(CC(C3)C1)C2	18%	21%[59 µM]	10%	1%	-4%	4%	-7%	97%[activator]	0%
O=C(NC1CCCC1)C(c1cccnc1)N(C(=O)c1csnn1)c1ccccc1 (stereo unspecified)	?	-7%	7%	34%[activator]	2%	-13%	-1%	-36%	0%
COc1ccc2c(c1)OC(=O)CC2c1cc(OC)c(OC)c(OC)c1 (stereo unspecified)	-3%	28%	.	-4%	-1%	-19%	-5%[75.6 µM]	22%	3%
Cc1ccccc1CN1c2ccccc2-c2nc(SCC(=O)c3ccccc3)ncc2S1(=O)=O	2%	6%[59 µM]	3%	35%[activator]	-7%	-9%	-2%	2%	-8%
CCCCN(C)CCCNC(=O)c1cn(CC)c2ccc(S(=O)(=O)N3CCc4ccccc4C3)cc2c1=O	0%&1%	-20%	-10%	56%&-5%[activator]	-5%&0%	-31%&-19%	0%&6%	-1%&35%	9%&-1%
Cc1ccc(NC(=O)CCNS(=O)(=O)c2ccc(Br)cc2)cc1S(=O)(=O)N1CCOCC1	4%	6%[12.7 µM]	-5%	18%	0%	-19%	.	10%	-1%
O=C(CCSc1nnc(-c2ccco2)o1)Nc1ccc(F)cc1	0%	10%	-3%	89%[activator]	10%	-10%	-5%	4%	12%
CNC(=S)N(CCCN(C)C)Cc1cc2cc3c(cc2[nH]c1=O)OCCO3	-2%	17%[0.501 µM]	-1%	15%	9%	-1%	-3%	30%	0%
Cc1c(C(=O)N2CCOCC2)c(S(=O)(=O)N2CCN(c3ccc(Cl)cc3)CC2)c(C)n1C	-10%	17%[59 µM]	-31%	43%[activator]	-2%	-25%	-2%	36%	1%
C#CCOc1ccc(Cl)cc1/C=N/O	8%	16%	-1%	2%	6%	-15%	-2%	20%	42%[activator]
Cc1cccc(NS(=O)(=O)c2ccc(C(=O)N3CCC3)cc2)c1C	2%	4%[12.7 µM]	3%	-22%	i	-9%	.	46%[activator]	0%
O=C(Nc1ccc2nn(-c3ccccc3)nc2c1)c1ccco1	47%[activator]	?	5%	?	-8%	-16%	-5%	26%	-1%
CCOc1cc(CNc2ccc3c(c2)OCCO3)cc(Br)c1OCC(N)=O	-9%	13µM*	45µM*	0%	-8%[11.5 µM]	50µM*	-2%	-39%	-1%
Cc1cc(C)nc(SCC(=O)NCc2ccco2)n1	-14%	45µM*	0%	?	-1%	-24%	0%	-8%	-2%
O=[N+]([O-])c1ccc(N/N=C/c2ccc(O)c(O)c2O)c(S(=O)(=O)N2CCOCC2)c1	?	.	32µM*	?	-1%	45µM*	-25%	20µM*	?
Cc1ccc(S(=O)(=O)N2CCOCC2)cc1NC(=O)c1cc(-c2ccccn2)nc2ccccc12	-9%	.	-15%	35%[activator]	i	-4%[11.4 µM]	-2%	6%	4%
CCOc1ccc(NC(=O)Cn2cc(S(=O)(=O)N3CCN(c4ccccc4F)CC3)c3ccccc3c2=O)cc1	44%[activator]	-31%[59 µM]	-9%	23%	-2%	-20%	-7%	16%	4%
